# Rac1 wt modul: wildtype Rac1 GTP binding modulators, primary screen, biochemical, GST-Rac1 beads, flow cytometry, multiplex | AID 757, 2007 | GTP binding activity (% of control), % at 10 µM | 190,000 compounds, 0.27% hits | fluorescent GTP binding; actives lie on both sides; 0 = cold GTP competed, 100 = untreated;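 active = GTP binding activity at least 20 points away from the 100% control level, either lower or higher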
# Avidin fluor: green autofluorescence of compounds with avidin beads – biophysical, 488/530 nm, flow cytometry, artefact control, profiling panel; compound fluorescence 488/530 nm; hits give high values; fluorescence (KMESF) at 10 µM; 220,000 compounds, 0.38% hits; in the data active = fluorescence above about 47; also: inactives centre near 10
# Bim-Mcl-1: inhibitors of Bim peptide binding to Mcl-1, primary screen, biochemical, bead-based flow cytometry, multiplex. Bim peptide-Mcl-1 binding. inhibition, % at 10 µM. 190,000 compounds, 0.1% hits; in the data active = inhibition above about 40%;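 also: 0% = no compound tracer wells and 100% = peptide blocker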
# Target sequence (Q07820 whole entry, looked up): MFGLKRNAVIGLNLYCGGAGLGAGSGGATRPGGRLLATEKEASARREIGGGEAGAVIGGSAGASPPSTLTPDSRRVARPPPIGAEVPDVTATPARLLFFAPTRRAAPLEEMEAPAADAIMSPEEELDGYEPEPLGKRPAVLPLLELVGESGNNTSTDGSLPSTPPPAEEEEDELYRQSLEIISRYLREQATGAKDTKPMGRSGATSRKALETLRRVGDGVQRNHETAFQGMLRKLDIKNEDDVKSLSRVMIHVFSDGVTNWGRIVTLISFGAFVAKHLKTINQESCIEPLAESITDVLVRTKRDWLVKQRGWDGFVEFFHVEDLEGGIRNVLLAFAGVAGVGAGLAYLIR
# Cdc42 wt GTP: modulators of GTP binding to wildtype Cdc42, primary screen, biochemical, multiplex bead flow cytometry, Bodipy-GTP. Cell division control protein 42 homolog (Homo sapiens), P60953. GST-Cdc42 beads; actives lie on both sides. percent activity (GTP binding), % at 10 µM. 190,000 compounds, 0.2% hits. AID 761, 2007;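 active = percent activity GTP binding at least 20 points away from the 100% baseline, either down as inhibitor or up as activator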;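 also: median bead fluorescence of bound Bodipy-FL-GTP at 100 nM; 0% = excess unlabeled GTP control and 100% = no compound control; below 100% means less GTP binding so inhibitor and above means activator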
# Target sequence (P60953 whole entry, looked up): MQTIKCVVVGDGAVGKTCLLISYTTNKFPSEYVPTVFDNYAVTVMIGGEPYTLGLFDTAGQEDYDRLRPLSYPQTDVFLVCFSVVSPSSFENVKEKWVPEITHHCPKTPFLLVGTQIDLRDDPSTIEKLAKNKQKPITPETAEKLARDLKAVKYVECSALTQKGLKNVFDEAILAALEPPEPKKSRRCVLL
# Mcl1-Noxa inh: Mcl-1/Noxa binding inhibitors, primary screen, biochemical, TR-FRET, 1536-well. inhibition, % at 21.7 µM. Induced myeloid leukemia cell differentiation protein Mcl-1 (Homo sapiens), Q07820. TR-FRET Mcl-1/Noxa peptide binding, 2 h. 220,000 compounds, 1.5% hits;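 active = compounds that cut the protein-peptide binding signal by more than 50% relative to plate controls in a single-dose test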;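 also: His-tagged Mcl-1 with rhodamine Noxa BH3 peptide and terbium anti-His antibody; 0% = Mcl-1 plus Noxa peptide wells and 100% = peptide-only wells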
# Mcl1-Bid inh: Mcl-1/Bid binding inhibitors, primary screen, biochemical, TR-FRET, 1536-well | inhibition, % at 21.7 µM | TR-FRET Mcl-1/Bid-Dy647 peptide binding | AID 1021, 2008 | 220,000 compounds, 0.97% hits;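 active = compounds that cut the binding signal by more than half at the single screening dose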;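 also: His-tagged Mcl-1 with europium anti-His antibody binding Bid BH3 peptide; 0% = Mcl-1 plus peptide wells and 100% = peptide-only wells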
# Rab7 wt GTP bind: modulators of GTP binding to Rab7, primary screen, biochemical, wildtype, multiplex bead flow cytometry; Rab7 GTPase wild type (dog), Bodipy-FL-GTP binding; GST-Rab7 beads, fluorescent GTP binding; actives lie on both sides; untreated = 100%, excess cold GTP = 0%; GTP binding activity (percent of control), % at 10 µM; 190,000 compounds, 0.055% hits; AID 758, 2007;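 active = fluorescent GTP binding to Rab7 beads changed by at least 20 points from the 100% baseline, either direction, mostly lower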;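 also: median green fluorescence of bound Bodipy-FL-GTP per Rab7 bead population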
# Rac1 mut GTP: GTP binding modulators of activated mutant Rac1, primary screen, biochemical, bead-based flow cytometry, multiplex, fluorescent GTP | Ras-related C3 botulinum toxin substrate 1 (Homo sapiens), P63000 | GST-Rac1 activated beads; actives lie on both sides; 100% means binding = to untreated wells | percent activity (GTP binding), % at 10 µM | 190,000 compounds, 0.11% hits;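 active = GTP binding at least 20 percentage points away from the 100% baseline, in either direction, so actives lie on both sides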
# HRas wt GTP bind: modulators of GTP binding to HRas wildtype, primary screen, biochemical, bead-based flow cytometry, multiplex. GTP binding activity, % at 10 µM. 190,000 compounds, 0.14% hits. GST-Ras wt beads, Bodipy-FL-GTP binding; actives lie on both sides. GTPase HRas (Homo sapiens), P01112. AID 759, 2007;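 active = GTP binding activity at least 20% away from the 100% baseline, either lowered as inhibitor or raised as activator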;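 also: 0% = unlabeled GTP competition control and 100% = no-compound control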
# Target sequence (P01112 whole entry, looked up): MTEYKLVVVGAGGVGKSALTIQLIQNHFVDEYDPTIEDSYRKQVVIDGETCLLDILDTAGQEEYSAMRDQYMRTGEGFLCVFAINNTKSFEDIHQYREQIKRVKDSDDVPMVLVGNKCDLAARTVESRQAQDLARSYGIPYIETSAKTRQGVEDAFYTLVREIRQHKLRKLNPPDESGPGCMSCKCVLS
# Pf gamet viab: late stage P. falciparum gametocyte viability inhibitors, primary screen, ATP luminescence, HTS; P. falciparum stage V gametocytes, 24 h; AID 743093, 2013; 150,000 compounds, 0.065% hits; inhibition, % at 10.9 µM;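 active = inhibition above the mean plus 3 SD of compounds within the control limits, set per campaign, cut at about 38% in these data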;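 also: 0% = DMSO wells and 100% = medium only without gametocytes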
# Rab2 wt GTP: modulators of GTP binding to Rab2A wildtype, primary screen, biochemical, dog, bead-based flow cytometry, multiplex; AID 760, 2007; GST-Rab2 wt beads, Bodipy-GTP binding; Ras-related protein Rab-2A (Canis lupus familiaris), P61105; GTP binding activity, % at 10 µM; 190,000 compounds, 0.19% hits;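 active = GTP binding activity at least 20 points away from 100%, either lowered or raised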;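 also: 0% = beads with excess unlabeled GTP and 100% = no-compound control corrected for plate trend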
# An asterisk follows results filed as active; x = no result given. The order is random; overall some 2.7% were active at least once.
SMILES,Rac1 wt modul,Avidin fluor,Bim-Mcl-1,Cdc42 wt GTP,Mcl1-Noxa inh,Mcl1-Bid inh,Rab7 wt GTP bind,Rac1 mut GTP,HRas wt GTP bind,Pf gamet viab,Rab2 wt GTP
CCc1[nH]nc2c1C1(CCOC1C)C(C#N)=C(N)O2 (configuration not stated),100,12,2,98,2,-52,95,98,97,-18,96
O=C(NCc1ccc(Cl)cc1)C1CCN(S(=O)(=O)N2CCOCC2)CC1,107,26,3,104,-12,-4,108,103,105,25,108
CN(C)/C=C(\C=O)c1cccc(Cl)c1,103,11,-2,98,-13,-34,103,98,102,x,101
CC(C)OC(=O)CC12CN3CC(CC(=O)OC(C)C)(CN(C1)C(=O)c1ccccc1C3=O)C2=O,101,16,-2,104,11,6,98,98,102,x,101
CCCC(=O)Nc1ccc2nc(SCC(=O)Nc3ccc(N4CCOCC4)c(Cl)c3)sc2c1,99,13,-1,99,11,-33,94,98,100,x,98
CCC(C)(C)n1nnnc1C(c1ccc(OC)c(OC)c1)N1CCN(c2ccc(OC)cc2)CC1 (configuration not stated),96,29,-2,100,37,36,97,95,98,-21,96
CCCn1c(CCC(=O)Nc2ccccc2Cc2ccccc2)nc2cc(S(=O)(=O)N3CCOCC3)ccc21,96,3,-1,97,9,-14,101,96,98,-1,99
CCSc1nnc(-c2ccc(S(=O)(=O)NCc3cccs3)cc2)o1,110,14,0,107,-5,-20,99,101,104,x,101
O=C(Nc1ccc(Cl)c(S(=O)(=O)N2CCOCC2)c1)c1ccc2c(c1)OCCO2,90,10,1,90,13,-11,93,92,90,-11,89
COc1ccccc1OCCCOc1c(Cl)cc(C)cc1Cl,105,11,-1,100,16,-1,101,101,103,-2,102
CCC(c1nnnn1Cc1ccco1)N(Cc1ccccc1OC)Cc1cc2cc(C)ccc2[nH]c1=O (configuration not stated),105,7,-5,96,13,-70,95,98,98,22,97
CN(C)c1ccc(C(=O)N2CC(=O)N(CCc3ccccc3)C(=O)C2)cc1,101,12,-5,101,-11,-59,103,98,99,7,103
Cc1n[nH]c(=O)n1-c1ccc(Oc2ccccc2)cc1,99,30,0,99,2,-26,97,98,100,x,96
CNC(=O)c1nnc(Cc2ccc(Cl)cc2)o1,102,7,1,101,6,-1,100,102,101,x,100
CCCCN1C(=S)SC(C)(C)C1/[N+]([O-])=C/c1cccnc1 (configuration not stated),104,38,0,105,4,-27,100,99,104,x,100
CCOC(=O)CSc1nnc(CCc2nc3ccccc3[nH]2)n1C,108,13,0,104,-8,-18,102,98,102,x,101
Clc1cccc(-c2nnc3n2CCCCC3)c1,99,13,0,96,22,-19,104,95,99,1,97
Cc1ccc(-n2c(COc3cccc(C)c3)n[nH]c2=S)cc1,95,10,-1,91,9,-15,95,93,93,x,94
CCN(CC)S(=O)(=O)c1cccc(-c2nnc(SCCCC(=O)c3ccc(F)cc3)o2)c1,97,13,-2,96,-24,-28,98,97,96,-8,96
COCCN(CCOC)Cc1c(C)[nH]c2c(C)c(C)ccc2c1=O,106,14,0,99,5,-21,98,97,97,15,99
COc1ccc(-n2c(SCC(=O)Nc3ccccc3)nnc2-c2ccc(NS(=O)(=O)c3ccc(C)cc3)cc2)cc1,104,12,1,100,-79,-13,99,99,100,x,98
CCC(NC(=O)c1cccc(Cn2cc([N+](=O)[O-])cn2)c1)c1ccc(C(C)C)cc1 (configuration not stated),99,6,-3,99,21,-11,103,98,100,17,100
O=C(NC1=NCCS1)c1cccc(NC(=O)c2ccco2)c1,104,21,-2,103,-2,-27,100,101,102,10,102
COc1ccc(OC)c(S(=O)(=O)Nc2c(F)cccc2F)c1,95,22,0,98,-17,-20,95,94,98,x,98
O=C(CNS(=O)(=O)c1ccccc1)N1CCCC1,99,9,0,98,22,-13,98,97,98,-10,98
O=c1[nH]c(-c2ccccc2Cl)nc2c1sc(=S)n2-c1ccccc1,86,11,1,88,44,89*,98,88,91,-3,92
CC1CN(c2cc(=O)n(-c3ccc(Cl)cc3)c(=O)[nH]2)CC(C)O1 (configuration not stated),104,12,2,98,-7,-48,111,97,100,x,100
C/C=C/COc1nc2c(c(=O)n(C)c(=O)n2C)n1C,106,31,-3,104,17,-5,94,98,100,-29,101
CC(=O)OC(C(=O)NC1CCCCC1)c1ccc(Cl)c(Cl)c1 (configuration not stated),29*,6,3,35*,-2,-13,22*,31*,35*,4,33*
CCC(CO)n1c(SCc2cc(=O)oc3cc(C)ccc23)nc2ccccc2c1=O (configuration not stated),108,35,0,108,20,-6,102,101,105,14,104
CC(=O)N1CCC2(CC1)CC(=O)c1cc(OCC(=O)N3CCCC3)ccc1O2,104,10,2,99,3,-14,98,98,99,10,99
O=C(NN1C(=O)c2ccccc2C1=O)c1ccncc1,98,13,-1,95,4,-21,92,99,98,24,97
O=C(Nc1nc2nc(-c3ccccc3)cc(-c3ccccc3)n2n1)c1ccco1,101,22,-1,94,-8,6,96,97,97,4,95
O=C(CCC(=O)N/N=C/c1c[nH]c2ccccc12)NCc1ccccc1,102,10,-8,103,-6,-6,100,100,102,-3,101
CCn1c(=O)cc(SCC(=O)Nc2ccc(OC)c(OC)c2)c2ccccc21,99,7,0,97,10,0,101,96,100,-7,101
Cc1ccc(/C=N/NC(=O)c2ccccc2OCc2cccc(Br)c2)o1,97,9,0,97,7,-28,103,96,97,0,98
COc1cccc(NC(=O)CSc2nnc(Cn3c(=O)sc4ccccc43)n2C)c1,107,25,-3,105,-36,-4,101,100,101,x,104
Cc1cc(C)c2sc(NNC(=O)C3COc4ccccc4O3)nc2c1 (configuration not stated),102,6,-2,101,-41,-13,99,96,100,x,101
COc1ccc(OC)c(NC(=O)c2ccc(NC(C)=O)cc2)c1,104,33,-5,101,-1,-8,97,99,100,x,99
CCOC(=O)C(=O)Nc1ccccc1C(=O)NCc1ccccc1,100,10,0,104,-6,-11,109,96,101,5,99
CN(C(=O)CSc1nc(N)nn1-c1ccccc1)c1ccccc1,101,4,-1,99,-13,-31,94,95,96,x,97
NC(=O)c1ccc(NC(=O)COC(=O)CCCc2c[nH]c3ccccc23)cc1,99,13,2,97,15,-58,99,98,98,x,97
COc1cc(/C=N/NC(=O)c2cccc(NC(=O)c3ccccc3Cl)c2)ccc1O,94,7,4,87,30,-23,103,94,94,10,89
O=C(CCC(=O)OCC(=O)c1ccc(F)cc1)NC1CCCCC1,104,4,0,102,8,-14,102,100,103,x,102
O=S(=O)(c1ccccc1)c1nc(Nc2cccc(O)c2)sc1Cl,98,5,-3,98,24,-46,100,98,97,-6,95
O=C(CCSCCc1ccccn1)Nc1ccc(Br)cn1,106,23,-1,103,2,-24,100,100,101,x,98
O=C(CSc1nnc(-c2ccccc2)o1)Oc1ccc(Br)cc1,101,9,0,97,11,-18,96,98,96,-14,97
CCOc1ccc(-c2noc(CCCC(N)=O)n2)cc1OC,94,16,-2,95,-4,-6,98,95,97,x,96
CCCNC(=O)c1ccc2c(=O)n(Cc3ccco3)c(=S)[nH]c2c1,96,21,-1,94,8,-47,101,93,96,0,96
Cn1c(=O)cc(OCC(=O)NCc2cccnc2)c2ccccc21,105,13,-1,109,3,-3,98,102,106,-8,108
O=c1c2ccc(Cl)cc2nc(-c2cccc(C(F)(F)F)c2)n1O,95,8,2,96,-74,-41,100,96,97,-15,94
O=c1ccc(/C=C/c2ccccc2)nn1Cc1ccc(Cl)cc1Cl,101,6,1,101,-208,-13,98,97,98,-36,97
Nc1nc(SCC(=O)Nc2ccc(Cl)cc2)[nH]c(=O)c1-c1ccccc1,86,12,-3,88,12,2,90,89,93,14,92
CCOCCCNC(=O)c1ccc2c(c1)OCO2,106,16,1,105,-3,-16,109,104,107,x,108
COc1cccc(C(O)c2nc3ccccc3n2C(C)C)c1 (configuration not stated),99,13,0,103,11,5,98,100,103,x,103
CCOC(=O)c1c(CN2CCOCC2)n(-c2ccccc2)c2ccc(O)cc12,104,17,7,102,7,-16,98,99,100,-1,102
O=S(=O)(NCCc1csc(-c2ccccc2)n1)c1ccc2c(c1)OCCO2,99,14,-2,100,-3,-17,99,97,100,x,98
CC(OC(=O)c1cc2sccc2n1C)C(=O)NCC1CCCO1 (configuration not stated),108,12,2,102,-12,-8,101,102,103,15,104
COCc1c(C(=O)N/N=C(/C)c2ccccc2)nnn1-c1nonc1N,99,9,1,94,7,-17,99,92,97,-6,97
CCNS(=O)(=O)c1ccc(OCCNS(C)(=O)=O)cc1,98,14,-4,99,13,-4,105,98,101,6,101
# Carrying on:
SMILES,Rac1 wt modul,Avidin fluor,Bim-Mcl-1,Cdc42 wt GTP,Mcl1-Noxa inh,Mcl1-Bid inh,Rab7 wt GTP bind,Rac1 mut GTP,HRas wt GTP bind,Pf gamet viab,Rab2 wt GTP
CCCc1cc(=O)[nH]c(Nc2cc(OC)ccc2OC)n1,102,15,-2,98,26,7,95,97,98,9,95
CC(C)c1nc(SCC(=O)c2ccccc2)c2c(=O)n(C)c(=O)n(C)c2n1,97,9,1,97,12,-4,100,98,98,x,97
CC(=O)N1N=C(c2ccccc2)OC1c1cccnc1 (configuration not stated),98,10,-1,93,2,-23,100,94,97,x,96
Cn1cnnc1SC(C(=O)Nc1cc(Cl)cc(Cl)c1)c1ccccc1 (configuration not stated),106,9,0,99,9,9,101,97,100,19,96
Cc1cccc(N2C(=O)C(Cc3ccccc3)NC2=S)c1 (configuration not stated),102,13,-10,102,9,-4,101,98,99,x,99
COc1cccc(CNC(=O)CCC2CCCN(C(=O)CCc3c(C)noc3C)C2)c1 (configuration not stated),101,3,0,100,-11,-2,104,96,101,-3,100
COc1ccc(C2(O)CN(c3ccc(C)cc3)C3=[N+]2CCCC3)cc1 (configuration not stated),103,23,0,98,-8,-27,100,97,101,-2,99
CCOC(=O)c1sc2nc(NC(=O)C3CC3)sc2c1C,107,7,0,103,6,-4,101,100,102,x,102
CN(C)S(=O)(=O)c1cccc(NC(=O)Cn2cnc3ccccc3c2=O)c1,95,3,1,93,16,-4,95,95,95,x,95
Cc1nnc(Sc2nc3c(c(=O)n(C)c(=O)n3C)n2Cc2ccc(Cl)cc2)s1,109,11,0,98,-5,5,97,95,102,-8,99
